Screening results: PubChem, The Scripps Research Institute Molecular Screening Center
ADAM17 inh – inhibitors of human ADAM17; inhibition, % at 6.95 µM; recombinant ADAM17, EDANS/DABCYL FRET peptide cleavage; P78536; AID 720648; hit rate 0.83% among 370,000;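 active = inhibition above the mean of compounds lying between control limits plus 3 SD, set per campaign, cut at about 8.5% in these data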;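 note: 0% = DMSO-only wells as the low control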
TDP2 absorb – blocks human TDP2 phosphodiesterase activity; O95551; recombinant TDP2, T5PNP hydrolysis, p-nitrophenol absorbance 415 nm; inhibition, % at 12.8 µM; hit rate 0.34% among 370,000; AID 720702;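 active = inhibition above the mean of all tested compounds plus 3 SD, set per campaign, cut at about 25% in these data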;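 note: 0% = DMSO with enzyme and 100% = buffer with substrate but no TDP2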
Target sequence (O95551 whole entry, looked up): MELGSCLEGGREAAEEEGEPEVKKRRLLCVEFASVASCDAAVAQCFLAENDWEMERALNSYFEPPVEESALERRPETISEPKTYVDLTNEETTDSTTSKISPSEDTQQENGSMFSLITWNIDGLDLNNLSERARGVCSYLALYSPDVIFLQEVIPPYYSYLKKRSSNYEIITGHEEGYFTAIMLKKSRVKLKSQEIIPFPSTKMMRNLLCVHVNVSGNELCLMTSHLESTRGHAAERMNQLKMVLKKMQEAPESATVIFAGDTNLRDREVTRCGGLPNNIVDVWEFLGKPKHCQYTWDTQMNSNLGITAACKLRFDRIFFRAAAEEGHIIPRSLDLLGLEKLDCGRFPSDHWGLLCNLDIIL
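Assay system: Recombinant human TDP2 | Quantity: 120 nM TDP2 per well | Incubation: 2 h at 37 °C | Signal: Epi absorbance | Evaluation: Percent inhibition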
ADAM10 inh – inhibits human ADAM10. O14672. recombinant ADAM10, EDANS/DABCYL FRET peptide cleavage, 3 h. inhibition, % at 7 µM. hit rate 0.62% among 370,000. AID 720582;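 active = inhibition above a per-campaign cutoff equal to the mean of compounds falling between control-based bounds plus 3 SD, cut at about 20% in these data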;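 note: 0% = DMSO wells while the 100% control is not disclosed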
DDE Tn7 FP inh – DD(E)-Tn7 binding inhibition, primary FP screen. inhibition, % at 8.3 µM. FP displacement of FITC-Tn7 peptide from fibrin DD(E); 0% = median of compound wells per plate. hit rate 0.13% among 370,000;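 active = inhibition above the mean of compounds falling within the control limits plus 3 SD of them, cut at about 14% in these data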;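 note: 0% = plate median of compound wells and 100% = 10 µM Aha-Tn7 peptide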
Target sequence (P02675 whole entry, looked up): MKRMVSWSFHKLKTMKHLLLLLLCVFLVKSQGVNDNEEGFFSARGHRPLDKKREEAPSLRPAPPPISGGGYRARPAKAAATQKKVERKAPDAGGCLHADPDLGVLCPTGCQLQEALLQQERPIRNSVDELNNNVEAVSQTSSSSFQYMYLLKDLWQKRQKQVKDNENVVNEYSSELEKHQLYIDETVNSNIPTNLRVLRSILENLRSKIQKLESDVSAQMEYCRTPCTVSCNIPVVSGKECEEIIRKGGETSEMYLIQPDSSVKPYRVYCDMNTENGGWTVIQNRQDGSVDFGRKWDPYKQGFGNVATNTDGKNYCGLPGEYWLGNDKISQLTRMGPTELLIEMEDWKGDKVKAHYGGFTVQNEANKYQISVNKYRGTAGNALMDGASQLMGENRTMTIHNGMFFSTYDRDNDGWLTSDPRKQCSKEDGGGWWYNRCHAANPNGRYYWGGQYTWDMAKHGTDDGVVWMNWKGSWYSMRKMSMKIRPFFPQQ
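assay system = human clot-derived fibrin DD(E) complex | quantity = Fibrin-DD(E) at 2 µM final | timing = 10 min preincubation, 3 h with tracer, room temperature | signal = fluorescence polarization | measure = percent inhibition | benchmarks = high control wells with 10 µM unlabelled Aha-Tn7 peptide (full inhibition) | replicates = singlicate testing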
LEDGF integ inh – blocks HIV-1 LEDGF/p75-dependent DNA integration | TR-FRET IN-LEDGF/p75 DNA integration, Eu/Cy5 | inhibition, % at 3.7 µM | hit rate 0.64% among 370,000;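 active = inhibition above the screen-wide mean plus 3 SD, cut at about 13% in these data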;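 note: signal is the Cy5 over europium emission ratio at 671 and 618 nm; 0% = plate median of compound wells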
ASAP1 GAP inh – blocks human ASAP1-stimulated Arf1 GTP hydrolysis | hit rate 0.19% among 360,000 | inhibition, % at 16.5 µM | GDP FP detection; in the data active = inhibition above about 25%;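 note: 0% = vehicle with enzyme and substrate and 100% = no enzyme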
PLC-gamma1 inh – inhibitors of human phospholipase C gamma1; purified PLC-gamma1, fluorogenic substrate, fluorescence; inhibition, % at 12.2 µM; hit rate 0.84% among 370,000; in the data active = inhibition above about 9.5%
DDE Tn6 FP inh – DD(E)-Tn6 binding inhibition, primary FP screen; hit rate 0.21% among 370,000; inhibition, % at 8.3 µM; Fibrin DD(E) TRITC-Tn6 fluorescence polarization displacement;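 active = inhibition above a per-campaign cutoff: mean of compounds within control limits plus 3 SD, cut at about 15% in these data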;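 note: 0% = median of all compound wells on the plate and 100% = blocking peptide control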
KLK7 zymogen act – proKLK7 (human) activation, primary screen; P49862; purified proKLK7, EDANS-DABCYL substrate fluorescence; 100% is mature enzyme control, 0% vehicle; activation, % at 7 µM; hit rate 0.9% among 370,000; AID 652039;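 active = activation above the mean of all tested compounds plus 3 SD, computed per campaign excluding outliers beyond control limits, cut at about 13% in these data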
ARFGAP1 inh – inhibitors of rat ARFGAP1; hit rate 0.26% among 360,000; Q62848; Arfgap1-stimulated ARF1 GTP hydrolysis, GDP FP detection; inhibition, % at 16.5 µM;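 active = inhibition above a per-plate limit, mean inhibition of low control wells plus 3 SD, cut at about 25% in these data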;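 note: 0% = DMSO wells with enzyme and 100% = wells lacking Arfgap1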
Target sequence (Q62848 1-136 limits assumed): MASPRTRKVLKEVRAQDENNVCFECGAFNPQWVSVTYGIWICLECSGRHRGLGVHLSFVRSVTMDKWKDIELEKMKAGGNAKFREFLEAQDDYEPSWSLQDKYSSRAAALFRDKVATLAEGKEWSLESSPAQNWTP
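Material – truncated rat Arfgap1 GAP domain · Buffer or medium – HEPES-based buffer, pH 7.5 · Reagent – human ARF1(Δ1-17)-GTP substrate · Dosing – 16.5 µM single point, 1.26% DMSO · Schedule – GTP hydrolysis reaction 2 h at 25 °C · Technique – GDP detection by fluorescence polarization · Benchmarks – No-Arfgap1 wells (100%) versus DMSO full-reaction wells (0%) · Repeats – single replicate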
Starred values were filed as active, the others as inactive; i = inactive.

1: COc1ccccc1N(C)S(=O)(=O)c1ccc(C(=O)Nc2ccc(C)cc2C)cc1
2: O=c1cc(Cc2ccccc2)[nH]c(=S)[nH]1
3: O=C(OCc1nc2ccccc2[n+]([O-])c1C(=O)c1ccccc1)c1cccnc1
4: CC(=O)Oc1ccc(C(C)=O)c2c1OCCO2
5: c1csc(C2Nc3ccccc3-c3nc4ccccc4n32)c1 (configuration not stated)
6: CCOC(=O)c1ccc(NC(=S)NC2CCCC2)cc1
7: Cc1ccc(-c2nc3ccccc3s2)cc1NC(=S)NC(=O)c1cccc2ccccc12
8: CCC/C=C/c1ccc(CN2C(C)C(=O)N(Cc3cn(Cc4ccco4)nn3)CCS2(=O)=O)cc1 (configuration not stated)
9: Cc1ccc[n+](C(C)C(=O)Nc2ccc(C)c(C)c2)c1 (configuration not stated)
10: COc1ccc(OCC(=O)Nc2ccc3c(c2)n(C)c(=O)n3C)cc1

Compound | 1 | 2 | 3 | 4 | 5 | 6 | 7 | 8 | 9 | 10
ADAM10 inh | 5 | -9 | 9 | -46 | i | 6 | -7 | -10 | -1 | 0
PLC-gamma1 inh | 3 | 2 | 4 | -104 | i | 3 | -16 | -3 | 2 | 5
LEDGF integ inh | 1 | -2 | 2 | -3 | -3 | 6 | 0 | -5 | 2 | 1
KLK7 zymogen act | 0.0 | 0.9 | 0.0 | -4.8 | 90* | -0.1 | 0.4 | 0.2 | -0.2 | 0.0
DDE Tn6 FP inh | -2 | 5 | 4 | 0 | -5 | 0 | 8 | 0 | -7 | 9
ASAP1 GAP inh | 8 | -2 | 10 | 3 | -4 | -2 | -6 | 3 | 8 | 1
TDP2 absorb | 13 | -2 | -17 | -7 | -5 | -11 | 3 | 2 | 9 | 1
ADAM17 inh | 2 | -2 | -3 | -22 | i | 1 | 2 | 0 | 1 | -1
DDE Tn7 FP inh | 4 | -1 | 10 | 2 | 1 | -4 | 5 | -1 | -2 | -3
ARFGAP1 inh | 1 | 3 | -1 | 4 | 1 | -13 | 8 | 3 | 13 | -1

11: COc1ccc(C2CC(=O)C(C=NCCN3CCN(C(=S)Nc4ccccc4)CC3)=C(O)C2)cc1 (configuration not stated)
12: CCOc1ccc(NC(=O)CSc2nc3ccccc3nc2N2CCCC2)cc1
13: Oc1cccc(/C=N/N2CCN(C3c4ccccc4-c4ccccc43)CC2)c1
14: COc1ccc(Nc2oc(-c3ccccc3Cl)nc2C#N)cc1
15: COc1ccc2c(c1)C(c1ccc(C)o1)=NNC(c1cccnc1)=N2
16: COc1ccc2c(c1OC)C(=O)OC2Nc1nc(-c2ccc([N+](=O)[O-])cc2)cs1 (configuration not stated)
17: NC(=O)c1cc(-c2ccccc2)nc(N2CCCCCC2)n1
18: CCOc1ccc(-c2nnc(-c3ccncc3)o2)cc1
19: O=C(Nc1ccc(F)c(Cl)c1)Nc1nnc([C@@H]2O[C@H](CO)[C@@H](O)[C@H]2O)s1
20: Cc1cc(C)nc(-n2ncc3c2CC(c2cccc(Cl)c2)CC3=O)n1 (configuration not stated)

Compound | 11 | 12 | 13 | 14 | 15 | 16 | 17 | 18 | 19 | 20
ADAM10 inh | 3 | -18 | 2 | -430 | 3 | -16 | 2 | -46 | -7 | 8
PLC-gamma1 inh | 0 | -5 | 2 | -289 | -10 | -3 | -19 | -96 | -1 | 3
LEDGF integ inh | -6 | -5 | 4 | 0 | 19* | -7 | -3 | 1 | -4 | 8
KLK7 zymogen act | 0.0 | 0.1 | 0.0 | -18 | -0.5 | -0.1 | -1.1 | 1.4 | -0.3 | 0.0
DDE Tn6 FP inh | -7 | -3 | -2 | 6 | 6 | -7 | 3 | -3 | -4 | 4
ASAP1 GAP inh | 11 | -6 | 3 | 3 | -6 | 2 | 1 | -11 | -8 | 7
TDP2 absorb | -10 | 4 | -3 | -5 | -9 | 10 | -11 | -12 | 5 | -11
ADAM17 inh | -3 | -1 | -2 | -132 | 1 | -4 | -2 | -10 | -3 | 3
DDE Tn7 FP inh | 2 | 3 | -5 | 1 | -12 | 5 | 9 | 2 | -8 | -7
ARFGAP1 inh | -3 | 9 | 24 | -3 | 25* | 6 | 5 | 3 | 9 | -5

21: CC(C)C[C@@H](CNCC(=O)[C@H](C)NC(=O)c1[nH]cnc1C(=O)N[C@@H](C)CN)NC(=O)c1nc[nH]c1C(=O)N[C@@H](CO)C(=O)O
22: NS(=O)(=O)c1ccc(CNC(=S)Nc2cc(S(=O)(=O)N3CCOCC3)ccc2Cl)cc1
23: O=C(CCl)N(C/C=C/c1ccccc1)c1ccc2c(c1)OCCO2
24: CN(CC(=O)NCCc1ccc(S(N)(=O)=O)cc1)Cc1c(F)cccc1Cl
25: O=C(Oc1c(-c2ccccc2)c(=O)n2c3c(cccc13)CC2)c1cccc([N+](=O)[O-])c1
26: COc1cccc(NC(=O)CCc2c(C)nn(-c3ccc(N4CCOCC4)nn3)c2C)c1
27: CCNC(=O)/C(C#N)=C/c1c(N2CCN(c3ccccc3)CC2)nc2c(C)cccn2c1=O
28: CCN(CC)S(=O)(=O)c1ccc(OC)c(NC(=O)/C=C/c2ccco2)c1
29: N=c1c2c(n(Cc3ccc(Cl)c(Cl)c3)c3c1CCC3)CCCC2
30: CCSc1nnc(NS(=O)(=O)c2ccc(OC)cc2)s1

Compound | 21 | 22 | 23 | 24 | 25 | 26 | 27 | 28 | 29 | 30
ADAM10 inh | 2 | -18 | -1 | 0 | 1 | 3 | -84 | 2 | 2 | 8
PLC-gamma1 inh | 2 | 1 | -16 | -3 | -4 | -1 | -17 | -2 | 7 | 1
LEDGF integ inh | 2 | -2 | 2 | 1 | 1 | 1 | -2 | 8 | 2 | 4
KLK7 zymogen act | 0.8 | -0.3 | -0.1 | 0.2 | 0.4 | -0.6 | 1.7 | 0.4 | 1.1 | 0.0
DDE Tn6 FP inh | -4 | -8 | -11 | -7 | -5 | 1 | -4 | 1 | 7 | 0
ASAP1 GAP inh | -18 | 4 | 4 | 2 | 4 | 14 | -10 | 7 | -5 | 4
TDP2 absorb | 12 | -1 | 11 | 3 | 12 | -5 | 6 | 10 | -13 | -18
ADAM17 inh | -2 | 3 | -3 | -2 | -1 | -1 | -28 | 4 | 0 | 2
DDE Tn7 FP inh | -2 | 0 | 3 | 10 | 4 | -2 | -8 | -1 | 1 | 3
ARFGAP1 inh | -18 | -9 | 10 | -4 | -3 | 5 | 8 | -12 | -3 | -6

31: CC(C)CNC(=O)COC(=O)c1ccc([N+](=O)[O-])cc1Cl
32: c1ccc(-c2nc(SCc3nc4ccccc4[nH]3)c3oc4ccccc4c3n2)cc1
33: COc1ccc(C2OCC(C)([N+](=O)[O-])CO2)cc1 (configuration not stated)
34: CCOC(=O)c1[nH]c2ccc(OC)cc2c1NC(=S)N1CCN(c2ccc(F)cc2)CC1
35: Cc1cc(C)c(NC(=S)N2CCN(c3ccc([N+](=O)[O-])cn3)CC2)cc1C
36: NCCC(=O)NCCc1cnc[nH]1
37: Cc1cc(C)c2nc(SC3CCOC3=O)cc(C)c2c1 (configuration not stated)
38: O=C(NNC(=O)c1cc2cc(Br)ccc2oc1=O)c1ccc(O)cc1
39: COCCNS(=O)(=O)c1cc(-c2nn(C)c(=O)c3ccccc23)ccc1C
40: Cc1cccc2sc(N(CCN(C)C)C(=O)c3ccc4ccccc4c3)nc12

Compound | 31 | 32 | 33 | 34 | 35 | 36 | 37 | 38 | 39 | 40
ADAM10 inh | -4 | -3 | -10 | -29 | 6 | -14 | 13 | -4 | 8 | 4
PLC-gamma1 inh | 1 | -6 | 0 | -16 | 1 | 0 | 0 | 0 | 5 | -2
LEDGF integ inh | 0 | -2 | -1 | 1 | -2 | -1 | 1 | -2 | -2 | -1
KLK7 zymogen act | 0.1 | -1.2 | 0.6 | -0.5 | -0.7 | 0.6 | -0.1 | 0.4 | -0.2 | 0.7
DDE Tn6 FP inh | -4 | 0 | 1 | 3 | 4 | -10 | 9 | -1 | -8 | -3
ASAP1 GAP inh | 0 | -2 | -9 | 2 | 5 | 1 | -4 | 9 | 9 | 1
TDP2 absorb | -6 | 11 | 1 | 1 | -13 | -14 | 0 | 0 | -7 | 0
ADAM17 inh | -2 | -4 | -2 | -8 | -5 | -5 | 0 | 1 | -2 | -6
DDE Tn7 FP inh | 2 | -2 | -9 | 5 | 1 | -3 | -1 | -3 | 5 | 10
ARFGAP1 inh | 2 | 14 | 8 | -16 | -1 | 14 | -8 | 5 | 4 | -10

41: COc1cc(/C=N/NC(=O)c2ccc(O)cc2)ccc1Oc1ccc([N+](=O)[O-])cn1
42: Cc1ccc(Cn2c(=N)n(CC(O)COc3ccccc3)c3ccccc32)cc1 (configuration not stated)
43: COc1ccc(-c2csc(NC(=O)CN3C(=O)NC4(CCCC4)C3=O)n2)cc1
44: Cc1nnc2ccc(-c3ccc(NS(C)(=O)=O)cc3)nn12
45: COc1ccc(C(=O)NCC(c2ccco2)N2CCc3ccccc32)c(OC)c1 (configuration not stated)
46: CCCN1CCN(C(=O)C2CCN(S(=O)(=O)c3c(C)noc3/C=C/c3ccc(C)cc3)CC2)CC1
47: Cc1cc(S(=O)(=O)NCC2CC2)c(Cl)cc1Cl
48: CCC(=O)Nc1ccc(OCc2nc3ccccc3s2)cc1
49: CCN(CC)CCCNC(=O)COc1ccc2oc3c(c2c1)CCCC3
50: O=C(Nc1ccc2c(c1)OCO2)N1CCCc2ccccc21
51: CCOC(=O)CSc1nc2ccc(NC(=O)CSc3nnnn3Cc3ccccc3)cc2s1
52: O=C1CC(N2CCC(Cc3ccccc3)CC2)C(=O)N1CCc1ccccc1 (configuration not stated)

Compound | 41 | 42 | 43 | 44 | 45 | 46 | 47 | 48 | 49 | 50 | 51 | 52
ADAM10 inh | 0 | -5 | -5 | -2 | 11 | 0 | -3 | -1 | -3 | -7 | -3 | 1
PLC-gamma1 inh | 5 | 3 | 0 | -4 | 2 | 1 | -5 | -1 | 2 | -9 | 0 | 8
LEDGF integ inh | 2 | -2 | -2 | -1 | 0 | 4 | -5 | -1 | -5 | -4 | -3 | 4
KLK7 zymogen act | -0.5 | 0.1 | 0.1 | 0.6 | 0.0 | -0.1 | -0.3 | 0.0 | -0.1 | 0.2 | -1.1 | 0.3
DDE Tn6 FP inh | -11 | 3 | -2 | 3 | 5 | -1 | 2 | 5 | 0 | 3 | -3 | 2
ASAP1 GAP inh | 7 | -13 | -3 | 5 | 3 | 2 | 5 | 1 | 3 | -8 | -4 | 9
TDP2 absorb | 11 | -6 | 5 | 0 | 15 | -5 | -1 | 13 | 9 | 7 | 7 | -3
ADAM17 inh | 0 | 2 | -4 | 1 | 5 | -1 | -4 | 3 | -8 | -8 | 0 | 4
DDE Tn7 FP inh | -3 | 2 | 2 | 0 | 7 | -6 | 4 | -5 | 4 | -3 | 2 | -7
ARFGAP1 inh | 5 | -4 | -5 | 16 | -3 | -11 | 2 | 2 | 7 | 10 | 13 | -9

Random draw from the library, and some 4.2% of all compounds hit somewhere here.
